XBP1 UPR activ = adaptive UPR (XBP1) activation | CHO-XBP1 luciferase reporter, IRE1-XBP1 UPR activation, luminescence; percent of tunicamycin response, DMSO as zero | activation, % at 20 µM | 0.33% of 330,000 active | AID 463104;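 active = versus positive control, 20 µM dose yields 30% or more activation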;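 also: 100% = tunicamycin at 10 µg/mL and 0% = DMSO only wells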
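incubation = overnight seeding at 37 °C, 6 h compound treatment at 37 °C | assay system = CHO-XBP1 cells stably carrying IRE1-XBP1-driven luciferase reporter | input = 1000 cells per well | detection = luciferase luminescence | dosing = single point, 20 µM final compound, 1% DMSO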
APJ antagonist = APJ receptor antagonism; P35414; AID 2521; CHO-K1 APJ beta-arrestin complementation, luminescence; inhibition, % at 20 µM; 0.32% of 330,000 active;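 active = inhibition above about 40% at 20 µM, limit read from the data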;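 also: cells challenged with 10 nM apelin-13 agonist together with compound; plate controls were apelin-13 plus DMSO wells for no effect and DMSO wells lacking apelin-13 for full effect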
Target sequence (P35414 whole entry, looked up): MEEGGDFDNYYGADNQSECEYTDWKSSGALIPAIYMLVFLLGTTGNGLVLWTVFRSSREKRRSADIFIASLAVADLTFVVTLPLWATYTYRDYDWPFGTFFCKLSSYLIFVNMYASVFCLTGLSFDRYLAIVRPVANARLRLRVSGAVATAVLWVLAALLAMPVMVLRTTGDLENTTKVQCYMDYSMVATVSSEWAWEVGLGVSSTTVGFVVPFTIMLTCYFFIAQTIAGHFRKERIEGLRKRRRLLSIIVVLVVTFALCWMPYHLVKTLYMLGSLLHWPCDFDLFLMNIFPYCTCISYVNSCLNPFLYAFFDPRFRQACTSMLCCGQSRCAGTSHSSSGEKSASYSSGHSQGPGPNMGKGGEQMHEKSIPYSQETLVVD
APJ ag = agonists of human APJ apelin receptor. CHO-K1 APJ PathHunter beta-arrestin, luminescence; 0% DMSO wells, 100% apelin. 0.11% of 330,000 active. activation, % at 20 µM. AID 2520. P35414;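 active = activation more than six SD over the plate average, tested at 20 µM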;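 also: 0% = DMSO alone and 100% = apelin-13 at 10 nM; some results filed as inactive read as strong as hits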
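assay system = CHO-K1 APJ beta-arrestin complementation cell line | input = cell density 1000 per well | dosing = compound 20 µM once, DMSO 1% | timing = compound 90 min 25 °C, reagent 1 h | measured by = luminescence from split beta-galactosidase complementation, Galacton Star/Emerald II substrate | read-out basis = APJ agonist activity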
tim23-1 inh = tim23-1 yeast growth inhibition; S. cerevisiae tim23-1 growth, BacTiter-Glo luminescence, 24 h; inhibition, % at 20 µM; 1.3% of 330,000 active;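 active = growth inhibition of the mutant yeast at or above 50%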;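 also: temperature-sensitive mutant grown at 25 °C; plate controls were DMSO-treated mutant yeast for no effect and medium wells lacking yeast for full effect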
CXCR6 block = blocks human CXCR6 beta-arrestin recruitment; inhibition, % at 20 µM; AID 602244; O00574; CHO-K1 PathHunter CXCR6 beta-arrestin, luminescence; 0.36% of 360,000 active; in the data active = inhibition above about 34%, passing the limit was not always enough;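 also: antagonist mode with CXCL16 agonist at 10 nM final; 0% = 10 nM CXCL16 with DMSO and 100% = unstimulated wells without agonist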
Target sequence (O00574 whole entry, looked up): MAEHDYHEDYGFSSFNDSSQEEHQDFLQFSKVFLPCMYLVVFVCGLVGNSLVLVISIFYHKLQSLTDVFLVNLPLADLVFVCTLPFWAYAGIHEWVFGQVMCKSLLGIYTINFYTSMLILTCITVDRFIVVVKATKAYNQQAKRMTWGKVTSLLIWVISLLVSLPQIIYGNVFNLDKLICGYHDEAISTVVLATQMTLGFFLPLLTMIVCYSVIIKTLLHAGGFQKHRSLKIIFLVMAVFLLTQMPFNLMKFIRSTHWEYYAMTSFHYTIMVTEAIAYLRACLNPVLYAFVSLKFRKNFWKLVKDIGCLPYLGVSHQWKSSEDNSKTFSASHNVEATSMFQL
TIM10 inh = TIM10 yeast growth inhibition; inhibition, % at 10 µM; S. cerevisiae TIM10 strain growth, BacTiter-Glo luminescence, 24 h; 1.4% of 330,000 active;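 active = inhibition of 40% or more at the single tested concentration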;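 also: wild-type TIM10 isogenic control strain grown at permissive 25 °C; 0% = DMSO yeast wells and 100% = minimal medium wells without yeast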
tim10-1 inh = tim10-1 yeast growth inhibition; inhibition, % at 20 µM; 2.2% of 330,000 active; S. cerevisiae tim10-1 ts strain growth, BacTiter-Glo, 24 h;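 active = inhibition of at least 40%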;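 also: mutant grown at 25 °C; 0% = DMSO wells with yeast and 100% = wells holding no yeast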
Mdm2 MdmX PPI = disrupts the human Mdm2-MdmX interaction; 3% of 330,000 active; SaOS-2 split-luciferase Mdm2/MdmX complementation, luminescence; inhibition, % at 8 µM; AID 485346;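 active = inhibition of at least 50% at 8 µM in the primary screen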
CHOP UPR activ = apoptotic UPR (CHOP) activation | CHO-CHOP luciferase reporter, luminescence; percent of tunicamycin response over DMSO baseline | activation, % at 10 µM | 0.34% of 330,000 active;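 active = at 10 µM dose, activation of 40% or more, normalized to positive control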;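 also: 100% = tunicamycin at 10 µg/mL and 0% = DMSO alone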
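measured by = luciferase luminescence | assay system = CHO-CHOP cells, stable luciferase reporter of PERK-eIF2a-CHOP signalling | amount = 500 reporter cells seeded per well | timing = 6 h compound exposure at 37 °C after overnight seeding | controls = positive tunicamycin 10 µg/mL, negative DMSO alone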
An asterisk follows results filed as active; · = no result given.

SMILES	XBP1 UPR activ	APJ antagonist	APJ ag	tim23-1 inh	CXCR6 block	TIM10 inh	tim10-1 inh	Mdm2 MdmX PPI	CHOP UPR activ
NC(=O)COc1ccc(/C=N/NC(=O)C2CCCN2S(=O)(=O)c2ccc(Cl)cc2)cc1 (stereo not given)	-2	7	0	5	2	-5	4	0	-0.2
O=C(COC(=O)c1cccc(S(=O)(=O)NCc2ccccc2)c1)Nc1ccccc1OC(F)F	-3	-14	0	10	-2	13	16	8	1.2
N#Cc1ccccc1OCC(=O)NNC(=O)CNC(=O)c1cccc(Br)c1	-1	9	-3	0	3	-2	-11	8	1.9
CC(C)N1C(=O)CCC1C(=O)NCCc1ccccc1 (stereo not given)	-1	-20	-5	-3	-1	1	8	18	1.3
O=C(NCCCCc1ccccc1)C1CC(c2ccccc2[N+](=O)[O-])=NO1 (stereo not given)	-3	5	-4	17	-5	-10	9	13	0.5
CC(=O)Nc1ccc2nc(NC(=O)c3ccco3)sc2c1	-4	16	-4	22	2	20	25	-43	3.1
Cc1ccc(S(=O)(=O)c2nnn3c2nc(N2CCOCC2)c2ccccc23)cc1	9	7	-2	5	7	-25	23	19	2.4
Cc1cc(C(=O)NC(C)c2ccncc2)no1 (stereo not given)	1	-11	0	6	2	3	1	3	1.2
Cc1ccc(-c2nc3ccccc3s2)cc1S(=O)(=O)N1CCOCC1	3	3	-3	25	3	4	29	7	1.5
COc1ccc(C2C(C#N)=C(N)Oc3cc(C)n(CCN4CCOCC4)c(=O)c32)cc1OC (stereo not given)	-7	29	0	8	-8	-4	-9	17	-1.2
Cc1ccc(NC(=O)c2nsc(Cl)c2Cl)cc1	1	12	-4	6	-2	-6	-13	-180	4.2
C[C@H]1CN([C@@H](C)CO)C(=O)c2cccc(NS(=O)(=O)c3ccc(Cl)cc3)c2O[C@@H]1CN(C)CC1CCCCC1	-5	14	-2	22	12	6	4	-3	0.7
Cc1cc(C)n(-c2cc(Oc3ccccc3)ncn2)n1	0	1	0	17	-10	11	29	15	-0.7
CC(C)C1Oc2ccccc2N(CC(=O)N(Cc2ccccn2)CC2CCCO2)C1=O (stereo not given)	-1	13	-4	24	4	19	16	27	-1.1
CC(C)(C)S(=O)(=O)c1cnc2c(-c3ccsc3)cnn2c1N	3	2	-2	6	-1	-5	7	-64	3.3
COC(=O)C1=CN(C2CC2)C=C(C(=O)OC)C1c1ccc(C(=O)OC)cc1	4	14	-5	-3	16	11	13	-18	-1.4
CC(Sc1nc2ccccc2s1)C(=O)c1c(N)n(C)c(=O)n(C)c1=O (stereo not given)	3	-7	-2	11	-2	-28	-14	27	0.6
CNS(=O)(=O)c1cccc(C(=O)OCC(=O)c2ccc[nH]2)c1	-1	0	-1	-5	0	-1	2	-12	-1.9
CCc1nnc(NC(=O)CSc2nc(C3CCCCC3)nc3ccccc23)s1	-6	-2	-3	8	4	17	23	8	-0.6
O=C(CCNS(=O)(=O)c1ccc(Br)s1)Nc1ccc(Cl)cc1	-4	-5	-4	6	0	-8	27	20	-0.8
CC(C)(C)NC(=O)C(c1cccs1)N(Cc1ccc(F)cc1)C(=O)c1csnn1 (stereo not given)	-2	-2	0	23	3	10	43*	-3	-0.9
Cc1ccc(C)c(N2CCN(C(=O)c3ccc(Cl)c(NC4=NC5CS(=O)(=O)CC5S4)c3)CC2)c1 (stereo not given)	-4	11	-1	11	-12	11	16	20	2.4
COC(=O)c1c(NC(=O)CCl)sc(C(=O)N2CCOCC2)c1C	3	13	-3	14	4	15	-2	33	25
Cc1c(C(=O)Nc2nccs2)oc2c(Cl)cccc12	3	7	-3	7	4	4	24	-4	2.6
CCc1sc(C(=O)Nc2ccc(OC)c(S(=O)(=O)N3CCOCC3)c2)cc1C	-5	-1	0	-8	-2	-4	-6	47	-0.8

Another view of some results above.
canonical_smiles,XBP1 UPR activ,APJ antagonist,APJ ag,tim23-1 inh,CXCR6 block,TIM10 inh,tim10-1 inh,Mdm2 MdmX PPI,CHOP UPR activ
Cc1ccc(NC(=O)c2nsc(Cl)c2Cl)cc1,1,12,-4,6,-2,-6,-13,-180,4.2
C[C@H]1CN([C@@H](C)CO)C(=O)c2cccc(NS(=O)(=O)c3ccc(Cl)cc3)c2O[C@@H]1CN(C)CC1CCCCC1,-5,14,-2,22,12,6,4,-3,0.7
Cc1cc(C)n(-c2cc(Oc3ccccc3)ncn2)n1,0,1,0,17,-10,11,29,15,-0.7
CC(C)C1Oc2ccccc2N(CC(=O)N(Cc2ccccn2)CC2CCCO2)C1=O (stereo not given),-1,13,-4,24,4,19,16,27,-1.1
CC(C)(C)S(=O)(=O)c1cnc2c(-c3ccsc3)cnn2c1N,3,2,-2,6,-1,-5,7,-64,3.3
COC(=O)C1=CN(C2CC2)C=C(C(=O)OC)C1c1ccc(C(=O)OC)cc1,4,14,-5,-3,16,11,13,-18,-1.4
CC(Sc1nc2ccccc2s1)C(=O)c1c(N)n(C)c(=O)n(C)c1=O (stereo not given),3,-7,-2,11,-2,-28,-14,27,0.6
CNS(=O)(=O)c1cccc(C(=O)OCC(=O)c2ccc[nH]2)c1,-1,0,-1,-5,0,-1,2,-12,-1.9
CCc1nnc(NC(=O)CSc2nc(C3CCCCC3)nc3ccccc23)s1,-6,-2,-3,8,4,17,23,8,-0.6
O=C(CCNS(=O)(=O)c1ccc(Br)s1)Nc1ccc(Cl)cc1,-4,-5,-4,6,0,-8,27,20,-0.8
CC(C)(C)NC(=O)C(c1cccs1)N(Cc1ccc(F)cc1)C(=O)c1csnn1 (stereo not given),-2,-2,0,23,3,10,43*,-3,-0.9
Cc1ccc(C)c(N2CCN(C(=O)c3ccc(Cl)c(NC4=NC5CS(=O)(=O)CC5S4)c3)CC2)c1 (stereo not given),-4,11,-1,11,-12,11,16,20,2.4
COC(=O)c1c(NC(=O)CCl)sc(C(=O)N2CCOCC2)c1C,3,13,-3,14,4,15,-2,33,25
Cc1c(C(=O)Nc2nccs2)oc2c(Cl)cccc12,3,7,-3,7,4,4,24,-4,2.6
CCc1sc(C(=O)Nc2ccc(OC)c(S(=O)(=O)N3CCOCC3)c2)cc1C,-5,-1,0,-8,-2,-4,-6,47,-0.8

(list continues)
SMILES	XBP1 UPR activ	APJ antagonist	APJ ag	tim23-1 inh	CXCR6 block	TIM10 inh	tim10-1 inh	Mdm2 MdmX PPI	CHOP UPR activ
COc1ccc2[nH]c(=O)c(CN(CC3CCCO3)C(=S)Nc3cccc(C)c3)cc2c1 (stereo not given)	2	-5	-1	4	-10	8	18	16	0.2
CCOC(=S)SCC(=O)Nc1nc(-c2ccc(Br)cc2)cs1	93*	18	-3	4	2	-5	10	84*	4.1
CN(C)C(CNC(=O)Nc1cccc(Cl)c1)c1cccnc1 (stereo not given)	-2	7	-1	1	1	-14	-1	1	0.0
O=C(CSc1nc(C2CCCCC2)n(-c2ccccc2)n1)NCCN1C(=O)CSC1=O	0	10	3	12	8	26	23	-31	0.5
CCC(C)n1nnc2c(=O)oc3ccccc3c21 (stereo not given)	-4	-17	-2	25	-4	10	12	-1	-2.0
O=Cc1cn(CC(=O)N2CCCc3ccccc32)c2ccccc12	-4	1	-1	9	-10	21	17	17	-1.6
COc1ccc(N(C)S(=O)(=O)c2cccc(C(=O)N3CCN(Cc4ccc5c(c4)OCO5)CC3)c2)cc1	-2	4	-2	24	-9	8	12	10	-0.2
CCOc1ccccc1OCCCC(=O)N1CCN(S(=O)(=O)c2ccc(C)cc2C)CC1	-4	1	-3	26	5	10	0	4	-0.4
N/C(=N\OC(=O)CCC1CCCC1)c1ccccn1	5	4	2	30	-1	27	20	-49	9.2
CC1(C)C(=O)Nc2ccccc2N1C(=O)COC(=O)c1cccnc1	1	-11	-5	-14	-7	0	-5	-8	-0.6
O=C(CN(Cc1ccccc1)S(=O)(=O)c1ccccc1)N/N=C/c1ccc([N+](=O)[O-])cc1	-3	-49	6	23	0	12	10	16	-0.7
CC(C)(C)NC(=O)COC(=O)CCC(=O)c1cccs1	1	-15	-5	7	-9	-2	4	9	-0.5
OCCC1CN(Cc2ccc(F)cc2Cl)CCN1CCc1ccccc1 (stereo not given)	0	17	-2	17	0	-8	6	0	-1.7
CC(=O)c1cccc(NC(=O)COC(=O)[C@@H](NC(=O)OCc2ccccc2)C(C)C)c1	-1	-8	-2	15	-9	5	23	19	-0.9
Cc1nc(SCC#N)c2c3c(sc2n1)CCC3	6	20	0	7	0	2	-4	22	3.0
CCCc1nc2cc(Cl)c([N+](=O)[O-])cc2o1	1	17	1	2	-1	-1	6	9	-0.8
C=CCNC(=O)C(C)Sc1ccc(Cl)cc1 (stereo not given)	0	0	-3	15	11	4	9	12	-1.1
COc1ccc(C)cc1N(CC(=O)NCCN1CCOCC1)S(=O)(=O)c1ccccc1	4	-62	6	11	3	8	0	1	-0.2
CCOC(=O)C1=CN(Cc2cccc(Br)c2)S(=O)(=O)NC1C (stereo not given)	3	·	·	44	0	0	25	39	2.3

Copied from the list:
tim23-1 inh with CN(C)C(CNC(=O)Nc1cccc(Cl)c1)c1cccnc1 (stereo not given) : 1
Mdm2 MdmX PPI with O=C(CN(Cc1ccccc1)S(=O)(=O)c1ccccc1)N/N=C/c1ccc([N+](=O)[O-])cc1 : 16

From PubChem BioAssay

This is a subset (hit frequency here may not be typical).
